MITF primary: human MITF inhibition, primary screen | hit rate 0.91% among 650,000 | O75030 | inhibition, % at 2.6 µM | AlphaScreen MITF homodimerization, bead proximity signal; in the data active = inhibition above about 50%;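 note: 0% = vehicle wells with protein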
Target sequence (O75030 whole entry, looked up): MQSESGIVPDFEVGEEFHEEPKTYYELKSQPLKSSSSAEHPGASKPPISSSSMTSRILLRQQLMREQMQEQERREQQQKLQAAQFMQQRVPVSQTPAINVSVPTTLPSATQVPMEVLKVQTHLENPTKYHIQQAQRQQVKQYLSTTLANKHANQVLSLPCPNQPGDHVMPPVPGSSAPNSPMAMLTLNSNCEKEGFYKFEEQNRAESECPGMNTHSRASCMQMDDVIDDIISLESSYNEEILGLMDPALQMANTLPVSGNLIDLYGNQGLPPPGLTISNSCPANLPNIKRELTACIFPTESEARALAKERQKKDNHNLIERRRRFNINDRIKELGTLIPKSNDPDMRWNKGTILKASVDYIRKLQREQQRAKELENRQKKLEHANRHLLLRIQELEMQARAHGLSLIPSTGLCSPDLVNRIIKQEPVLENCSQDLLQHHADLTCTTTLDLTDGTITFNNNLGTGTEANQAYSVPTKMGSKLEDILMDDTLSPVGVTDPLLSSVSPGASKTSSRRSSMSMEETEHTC
TEAD-YAP block: TEAD-YAP interaction inhibition | HEK-TIYL cells, TEAD-Gal4/YAP UAS-luciferase luminescence | inhibition, % at 9.12 µM | hit rate 1.4% among 640,000 | AID 1259422; in the data active = inhibition above about 32%;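 note: 0% = median of test compound wells and 100% = reference inhibitor wells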
FBW7 activator: human FBW7 E3 ligase activation, primary screen | AlphaScreen FBW7–phospho-cyclin E peptide binding, activator screen | normalized activity (activation), % at 26.1 µM | hit rate 0.13% among 650,000 | AID 1259310; in the data active = normalized activity above about 1.9%;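 note: purified mutant Fbw7 with reduced substrate affinity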
GPR151 activ: human GPR151 activation. activation, % at 11.2 µM. PathHunter beta-arrestin GPR151 cells, luminescence. hit rate 1% among 650,000. Q8TDV0; in the data active = activation above about 4.9%;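 note: 0% = median of compound wells and 100% = cells with positive control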
Target sequence (Q8TDV0 whole entry, looked up): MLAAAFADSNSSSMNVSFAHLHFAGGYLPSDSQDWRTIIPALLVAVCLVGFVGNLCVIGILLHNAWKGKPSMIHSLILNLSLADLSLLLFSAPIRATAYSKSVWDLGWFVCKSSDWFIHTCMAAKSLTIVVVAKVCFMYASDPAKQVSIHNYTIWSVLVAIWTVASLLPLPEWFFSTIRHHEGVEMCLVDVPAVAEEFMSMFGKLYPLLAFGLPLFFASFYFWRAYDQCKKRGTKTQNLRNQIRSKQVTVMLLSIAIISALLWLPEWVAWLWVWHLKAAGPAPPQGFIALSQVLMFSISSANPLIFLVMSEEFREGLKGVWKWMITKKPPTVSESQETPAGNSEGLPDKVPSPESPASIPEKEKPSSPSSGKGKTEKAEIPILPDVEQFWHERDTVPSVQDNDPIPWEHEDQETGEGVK
Active calls of the source: *; & = joins results of further samples.

SMILES	MITF primary	TEAD-YAP block	FBW7 activator	GPR151 activ
COCCN1C(=O)C(=O)/C(=C(/O)c2ccc(C)cc2)C12C(=O)N(C)c1ccccc12 (centres undefined)	0	12	0.0	-0.1
CCOC(=O)C(NC(=O)c1ccccc1)(Nc1sc2c(c1C#N)CCC(C(C)(C)C)C2)C(F)(F)F (centres undefined)	-8	-6	0.1	-0.7
Cc1cccc(N2C(=O)c3ccc(Br)cc3C2=O)c1	-1	3	-0.2	-0.2
COc1ccc(-c2c(C)oc3cc(OC(C)=O)ccc3c2=O)cc1	-1	-13	0.3	1.8
Cc1ccc(-c2cc(-c3ccccc3)c(C#N)c(SCCS(=O)Cc3ccc(Cl)cc3)n2)cc1 (centres undefined)	-3	13	0.0	-0.6
Cc1ccc(C(=O)C(OC(=O)c2ccncc2)c2ccccc2)cc1 (centres undefined)	9	-3	0.2	-0.7
Cc1nc2c(C)cccc2cc1-c1nnc(-c2ccccc2)o1	23	-9	0.0	1.7
O=C(COc1ccc(C(F)(F)F)cc1[N+](=O)[O-])Nc1ccc(F)cc1	7	-64	0.1	1.8
COc1ccc(CNC(=O)c2c(-c3ccncc3)csc2-n2cccc2)cc1	2	0	-0.6	-0.2
CCc1cc(C(=O)Nc2ccccc2)cs1	24	-39	0.8	-1.0
O=C(c1ccccc1F)N1CCN(S(=O)(=O)c2cccc([N+](=O)[O-])c2)CC1	19	12	0.0	-1.1
CCOC(=O)c1c(NC(=O)CC2SC(N)=NC2=O)sc(C)c1C (centres undefined)	-3	5	-0.2	-1.5
Cc1cccc(NC(=O)CC2CCCCC2)c1	-13	-79	0.6	1.4
CC1=C(C(=O)OC(C)C)C(c2c(Cl)cccc2Cl)NC(=O)N1 (centres undefined)	37	3	0.2	1.8
O=C(CCCN1C(=O)CCC1=O)Nc1ccccc1F	0	3	-0.1	0.8
CCCCOc1ccc(C2NC(C(=O)O)CS2)cc1 (centres undefined)	-8	-38	-0.1	-1.2
CC(C)(C)n1nc2c(c1NC(=O)C1CCCCC1)CSC2	2	11	0.0	0.4
C[C@]12CCC(=O)C=C1CCC1C2[C@@H](O)C[C@@]2(C)C1CC[C@]2(O)C(=O)CO (some centres undefined)	20&-5	-3&-2	0.3&0.0	0.9&0.6
COc1cc(/C=C2\N=C(c3cccc(C)c3)OC2=O)cc(OC)c1OC	9	-2	0.0	-0.3
Cc1cc(C(=O)N(Cc2ccccn2)c2nc3ccc(F)cc3s2)n(C)n1	2	-36	-0.1	-3.9
CN(C)c1ccccc1-c1cnn2c(NCc3cccs3)ccnc12	-23	-51	-0.4	-1.0
COc1ccc(CCNC(=O)CCCn2c(SCC(=O)Nc3ccc(N(C)C)cc3)nc3cc4c(cc3c2=O)OCO4)cc1OC	-11	-5	0.2	-1.1
O=C(CCSc1ccc(Cl)cc1)Nc1nccs1	4	-1	0.0	2.1
N#Cc1c(SCC(=O)Nc2ccc(Br)cc2)nc2c(c1-c1ccc(O)cc1)CCCC2	-10	12	0.0	1.4
CCc1ccc(/C=C2\SC(=S)N(CCCC(=O)N(CC)CCO)C2=O)cc1	22	11	0.1	0.6

Structural class, the entries above with an aryl methoxy group
SMILES	MITF primary	TEAD-YAP block	FBW7 activator	GPR151 activ
COc1ccc(-c2c(C)oc3cc(OC(C)=O)ccc3c2=O)cc1	-1	-13	0.3	1.8
COc1ccc(CNC(=O)c2c(-c3ccncc3)csc2-n2cccc2)cc1	2	0	-0.6	-0.2
COc1cc(/C=C2\N=C(c3cccc(C)c3)OC2=O)cc(OC)c1OC	9	-2	0.0	-0.3
COc1ccc(CCNC(=O)CCCn2c(SCC(=O)Nc3ccc(N(C)C)cc3)nc3cc4c(cc3c2=O)OCO4)cc1OC	-11	-5	0.2	-1.1

Later entries:
SMILES	MITF primary	TEAD-YAP block	FBW7 activator	GPR151 activ
COC(=O)NCCc1c[nH]c2ccccc12	-12	-4	-0.2	-0.3
COC(=O)c1ccc(Nc2nc(-c3ccccc3)c3cc(Cl)ccc3n2)cc1	-2	4	0.8	-1.3
CC1CN(c2ccc([N+](=O)[O-])cc2S(=O)(=O)N2CCCCC2)CC(C)O1 (centres undefined)	9	5	0.2	1.4
O=[N+]([O-])c1ccc(Nc2cccc(O)c2)c([N+](=O)[O-])c1	16	3	0.2	3.2
O=C(Nc1ccc2c(c1)OCO2)c1c(F)cccc1F	10	-46	0.5	-2.1
N#Cc1ccc(C(=O)N(CCCCN2C(=O)c3ccccc3C2=O)c2ccc(F)cc2F)cc1	14	10	-0.2	0.2
CCCn1c(-c2ccc(S(=O)(=O)N3CCOCC3)cc2)csc1=Nc1ccc(OCC)cc1	20	-3	0.3	-1.3
CC1=CC(C)C2COC(c3cccnc3)C1C2C (centres undefined)	-7	-5	-0.1	-0.8
CC(C)OC(=O)/C(=C/c1ccc([N+](=O)[O-])cc1)NC(=O)c1ccco1	8	3	-0.1	1.5
CCC1CCCCN1C(=O)COC(=O)/C(C#N)=C/c1ccc2c(c1)OCO2 (centres undefined)	14	-2	0.6	-0.3
Cc1cc(C)nc(Sc2ccc(OS(C)(=O)=O)cc2)n1	11	6	0.2	-0.4
COc1ccc(-n2c3c(cc(C(=O)N4CCC(C)CC4)c2=O)C(=O)CC(C)(C)C3)cc1	-11	9	0.3	1.3
Cc1ccc(C(=O)NNC(=O)c2ccc(O)cc2)cc1	12	2	0.0	-0.3
CCOC(=O)C1=C(c2ccccc2)S/C(=C2/C(=S)C(C)(C)N(C(=O)C(C)C)c3cc(C)c(C)cc32)S1	19	10	0.2	0.5
O=C(c1cc([N+](=O)[O-])cc([N+](=O)[O-])c1)N1CCCCC1	6	3	0.0	-0.8
COc1ccccc1N1CCN(C(=O)CSc2nc3ccccc3c(=O)n2NC(=O)CCc2c[nH]c3ccccc23)CC1	2	15	-0.1	0.2
COc1ccc(-c2nc(NCCN(C(C)C)C(C)C)c3ncn(CCN4CCCC4=O)c3n2)cc1	1	6	0.4	-0.9
COCCNC(=O)CN(C(=O)CCC(=O)Nc1nccs1)c1cccc(C)c1C	14	12	0.2	-1.3
COC(=O)CN1C(=O)C(O)=C(C(C)=O)C1c1ccccc1 (centres undefined)	4	6	-0.2	0.6
O=C(NC1CCCC1)c1cccc(Oc2ccc([N+](=O)[O-])cc2)c1	0	5	-0.3	-0.8
Cc1cccc2cc(CN(Cc3cccnc3)C(=O)Nc3ccccc3)c3nnnn3c12	-10	-2	-0.1	0.2
CCOC(=O)c1c(NC(=O)COc2ccccc2[N+](=O)[O-])sc(C(C)=O)c1C	11	1	0.2	0.4
O=C(NCCN1CCOCC1)c1cccc(-c2csc3ccccc23)c1	5	0	0.1	0.5
COCCCn1c(C)nnc1SCc1ccc(Cl)cc1	0	-4	0.0	0.9
Cn1c(=O)n(C)c2cc(/C=N/NC(=O)C(O)(c3ccccc3)c3ccccc3)ccc21	-18	-35	0.0	0.3

Continued.
SMILES	MITF primary	TEAD-YAP block	FBW7 activator	GPR151 activ
O=C(Cc1ccccc1)N/N=C/c1ccc(Cl)cc1	14	-36	-0.1	0.9
CCc1ccc(OCC(=O)N(Cc2cccc(Cl)c2)C2CCS(=O)(=O)C2)cc1 (centres undefined)	8	1	0.5	0.0
CC(=C/C(=O)O)/C=C/c1c[nH]c2ccccc12	1	-2	0.0	0.5
Cc1cc(NC(=O)CN2CC(C)OC(C)C2)nc2c1c(=O)oc1ccccc12 (centres undefined)	2	-8	-0.1	-0.7
O=S1(=O)CCC(NC(=S)Nc2ccc(O)cc2)C1 (centres undefined)	42	-4	0.1	-1.2
COC(=O)/C(=C/c1ccc(OC)cc1)NC(=O)c1ccc(Br)o1	20	9	0.0	3.6
Cc1ccc(OCCSc2nc3ccccc3n2CCOc2ccccc2)cc1C	-1	-13	0.1	-0.4
CS(=O)(=O)N1CCC(C(=O)N(Cc2ccsc2)Cc2ccccn2)CC1	15	6	-0.2	-0.9
C=CCC(=O)NCC1Cc2cc(-c3ccc(C)cn3)ccc2O1 (centres undefined)	6	-20	-0.2	0.4
CC(=O)Oc1ccccc1C(=O)O	1&3&10	11&-3	0.3&-0.1&0.1	0.6&1.0&0.1
CCCOc1ccc(S(=O)(=O)NCc2ccc(OC)cc2)cc1	1	-1	-0.1	0.4
Cc1ncc(CN2CCC(CO)(CCCc3ccccc3)CC2)s1	15	7	0.6	3.1
Cc1nc(NC(=O)C2CC2)sc1C(=O)NCc1ccccc1	-7	0	0.2	1.4
Cc1nc2ccccc2c2oc(C(=O)NC(C)C)cc12	4	-11	0.0	-0.8
COCC(=O)NCCc1ccc(OC)cc1	-5	5	-0.2	4.6
COc1cc([N+](=O)[O-])ccc1N1C(=O)C2C3C=CC(O3)C2C1=O (centres undefined)	8	4	-0.1	0.6
Cc1nnc(SCc2nnc(-c3ccc([N+](=O)[O-])cc3)o2)n1-c1ccccc1	7	8	0.3	-2.2
O=C(c1nc2sccn2c1CN1CCCCC1c1cccc(F)c1)N1CCCC1 (centres undefined)	-18	-3	-0.1	0.0
Cc1cc(NC(=O)c2ccccc2)sc1C	-5	-37	-0.1	-8.1
COc1ccc(N2C(=O)c3cc(N4CCOCC4)c([N+](=O)[O-])cc3C2=O)c(OC)c1	19	-3	0.1	-1.5
CCCCCn1c(=S)[nH]c2cc(C(=O)NCCCN3CCOCC3)ccc2c1=O	-5	-5	0.0	1.7
COc1ccc(OC)c(N(CC(=O)N2CCOCC2)S(=O)(=O)c2ccccc2)c1	11	-1	0.0	-1.1
Cc1nc(NN)c2c3c(sc2n1)CCC3	6	0	-0.3	-1.0
Cc1ccc(OCc2nc(-c3ccccc3Cl)no2)c(C)c1	9	-74	0.0	-0.6
Cc1ccc(S(=O)(=O)c2ccc(C)c(S(=O)(=O)N3CCCCC3)c2)cc1S(=O)(=O)N1CCCCC1	8	8	0.1	-0.5

Carrying on:
SMILES	MITF primary	TEAD-YAP block	FBW7 activator	GPR151 activ
CCCC(=O)Oc1ccc2ncccc2c1	0	-3	0.3	0.5
CC(=O)Nc1ccc2nc(NC(=O)CSc3ccccc3)sc2c1	2	-8	0.0	3.1
c1ccc(-c2nc3c4ccccc4nc(NCc4cccnc4)n3n2)cc1	-19	3	-0.1	0.4
CC1=C(C(=O)Nc2ccccc2C)C(c2cccs2)C2=C(CCCC2=O)N1 (centres undefined)	-7	-8	0.1	-0.5
O=[N+]([O-])c1ccc(-c2noc(-c3ccc(Cl)cc3Cl)n2)cc1	-7	-24	0.1	0.4
C/C=C(\C)CN1CCC(Oc2cc(C(=O)NC3CC3)ccc2OC)CC1	-7	-16	-0.1	2.4
CCOc1ccc(S(=O)(=O)c2c[nH]c3ccc(OC)cc3c2=O)cc1	-2	0	-0.1	0.3
O=C(COc1ccccc1)N1CCN(c2ccc(Nc3ccncc3)nn2)CC1	2	-5	2.0*	1.8
COC(=O)[C@@H]1C[C@H](NC(=O)c2cccnc2)CN1Cc1ccc(C(C)C)cc1	5	12	0.3	-1.3
CCOc1ccc(S(=O)(=O)Nc2n[nH]c(-c3cc(OC)cc(OC)c3)n2)c2cccnc12	9	-1	0.1	1.1
CCOCCOC(=O)C1=C(C)NC2=C(C(=O)CC(c3cccs3)C2)C1c1ccc(O)c(OC)c1 (centres undefined)	-9	9	0.1	0.3
COc1ccccc1NC(=O)C1(c2ccccc2)CCOCC1	-3	-10	0.0	1.5
Cc1cc2c(cc1C)NC(=O)CC(c1ccccc1)=N2	5	-63	-0.3	-0.4
O=C(Nc1ccc(F)cc1F)/C(=C/c1cccc([N+](=O)[O-])c1)NC(=O)c1cccs1	-9	-10	0.2	-0.9
Cc1ccc(OCCOc2ccc([N+](=O)[O-])cc2/C=C2/C(=N)N3N=C(C(C)C)SC3=NC2=O)cc1	-3	-11	-0.2	-1.6
CCc1ccc(NC(=O)CSc2nc3n[nH]c(C)c3c(=N)n2-c2ccc(OC)cc2)cc1	4	-6	0.4	0.0
CC(Sc1ccc(Cl)cc1)C(=O)N1CCN(c2ccccc2F)CC1 (centres undefined)	8	-7	0.0	-0.3
O=C(/C=C/c1ccc(Cl)cc1)NNC(=O)CCN1CCN(c2ccccc2)CC1	-21	4	0.0	-0.1
O=C(CN1C(=O)c2ccccc2C1=O)NCC(=O)OCC(=O)c1ccc([N+](=O)[O-])cc1	14	7	0.8	-0.2
c1ccc(-c2nnc3n2CCN(Cc2cccn2-c2cccnc2)CC3)cc1	-4	-1	-0.2	-0.2
CCOc1ccc(C(=O)Nc2nnn(C)n2)cc1Br	0	-12	-0.2	-0.9
CC(=O)NCCC(=O)Nc1ccc(C)cc1	-3	-1	-0.1	-1.8
Brc1ccc(CNc2cc3c(cc2Br)OCCO3)cc1	6	-10	-0.1	1.9
Cc1c(S(=O)(=O)Nc2cccc(F)c2)c(=O)n(C)c(=O)n1C	-1	-1	0.0	-2.2
Cc1cc(C)cc(-n2nnc(C(=O)NCCNC(=O)c3nnn(-c4cc(C)cc(C)c4)c3N)c2N)c1	-12	1	-0.1	0.8
COc1ccc([N+](=O)[O-])cc1NC(=O)c1cc(C)c(C)o1	-3	1	-0.2	-0.3
Cc1c(C(=O)NN=C2CCCCCC2)nnn1-c1nonc1N	3	1	0.1	1.3

In another format: results already given
COc1ccc([N+](=O)[O-])cc1NC(=O)c1cc(C)c(C)o1
  MITF primary = -3 | TEAD-YAP block = 1 | FBW7 activator = -0.2 | GPR151 activ = -0.3
Cc1nc(NN)c2c3c(sc2n1)CCC3
  MITF primary = 6 | TEAD-YAP block = 0 | FBW7 activator = -0.3 | GPR151 activ = -1.0
O=C(COc1ccc(C(F)(F)F)cc1[N+](=O)[O-])Nc1ccc(F)cc1
  MITF primary = 7 | TEAD-YAP block = -64 | FBW7 activator = 0.1 | GPR151 activ = 1.8

High-throughput results: PubChem BioAssay, The Scripps Research Institute Molecular Screening Center
